Bioassay records (PubChem)
SARS 3CLpro inh – SARS-CoV 3CLpro protease inhibition; inhibition, % at 6 µM; AID 1706; P0C6X7; 290,000 tested, 0.14% active; recombinant SARS-CoV 3CLpro, quenched FRET peptide cleavage; in the data active = inhibition above about 12%
PriA SSB inh – blocks PriA binding to SSB C-terminal tail; AlphaScreen SSBct-PriA binding, biotinylated peptide; inhibition, % at 33 µM; 430,000 tested, 0.6% active; AID 1272365; in the data active = inhibition mostly above about 37%, no sharp cut-off; inactive = mostly below about 20%;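 also: plate controls were negative control peptide for no effect and reference peptide for full effect; strong numbers were not always called active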
BH1578 lux ind – inducers of Vibrio cholerae quorum light production without autoinducers; activation, % at 18.7 µM; 350,000 tested, 0.16% active; V. cholerae BH1578 lux reporter, luminescence, 6 h; in the data active = activation mostly above about 9.7%, no sharp cut-off; inconclusive = no clear call, values can overlap the other calls; inactive = mostly below about 3.7%; also: not every result past the cut was called active; inactives centre near 0; reference of the scale not given here
Anthrax LF inh2 – inhibitors of Bacillus anthracis lethal factor protease. inhibition, % at 10 µM. multiplex microsphere protease cleavage assay, LF. 360,000 tested, 0.12% active; also: plate controls were buffer without enzyme for full effect and enzyme alone for no effect
Target sequence (P15917 whole entry, looked up): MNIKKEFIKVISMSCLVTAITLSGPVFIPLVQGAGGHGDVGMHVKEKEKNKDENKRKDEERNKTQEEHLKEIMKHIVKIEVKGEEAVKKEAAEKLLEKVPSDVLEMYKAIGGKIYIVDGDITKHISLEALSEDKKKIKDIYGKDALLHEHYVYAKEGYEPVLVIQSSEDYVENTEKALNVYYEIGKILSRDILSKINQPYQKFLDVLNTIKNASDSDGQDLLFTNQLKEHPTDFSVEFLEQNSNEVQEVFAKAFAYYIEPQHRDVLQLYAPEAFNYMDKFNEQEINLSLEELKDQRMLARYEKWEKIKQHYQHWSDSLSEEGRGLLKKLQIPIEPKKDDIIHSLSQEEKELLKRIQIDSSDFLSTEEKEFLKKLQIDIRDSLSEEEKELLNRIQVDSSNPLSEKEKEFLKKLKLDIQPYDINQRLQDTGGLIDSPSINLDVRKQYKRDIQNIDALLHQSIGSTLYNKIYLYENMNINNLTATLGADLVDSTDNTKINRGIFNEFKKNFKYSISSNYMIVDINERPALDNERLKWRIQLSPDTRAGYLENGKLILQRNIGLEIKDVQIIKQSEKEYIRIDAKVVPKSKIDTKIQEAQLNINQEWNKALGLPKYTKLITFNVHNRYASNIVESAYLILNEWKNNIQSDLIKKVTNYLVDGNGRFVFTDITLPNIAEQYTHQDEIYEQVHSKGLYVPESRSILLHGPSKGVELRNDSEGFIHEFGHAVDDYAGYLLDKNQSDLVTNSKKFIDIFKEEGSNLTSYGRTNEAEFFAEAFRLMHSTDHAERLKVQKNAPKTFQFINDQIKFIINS
PfHsp40 yeast – restores yeast growth despite PfHsp40 toxicity. S. cerevisiae expressing PfHsp40, growth rescue, ATP luminescence. growth rescue, % at 12.5 µM. 340,000 tested, 0.68% active; in the data active = growth rescue above about 28%, passing the limit was not always enough; inconclusive = no clear call, values can overlap the other calls;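 also: yeast W303a lacking pdr1 and pdr3 grown in galactose medium; growth measured after three days at 30 °C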
Y pestis TopoI – Y. pestis Topo-I inhibition via cleavage products; Y. pestis Topo-I cleavage product accumulation, plate reader; activity, % at 10 µM; 360,000 tested, 0.064% active; in the data active = activity above about 50%, passing the limit was not always enough; inconclusive = no clear call, values can overlap the other calls; also: inactives centre near 2
BoNT-A LC inh2 – blocks Botulinum neurotoxin A light chain protease. multiplex microsphere protease substrate cleavage, flow cytometry. inhibition, % at 10 µM. 360,000 tested, 0.17% active; also: plate controls were buffer without enzyme for full effect and enzyme alone for no effect
TcdB inh – TcdB glycohydrolase inhibition | 350,000 tested, 0.24% active | TcdB glycohydrolase enzymatic assay, plate reader | inhibition, % at 9.99 µM; in the data active = inhibition above about 10%
PrPC TRFRET – cell surface PrPC inhibition, primary TR-FRET screen. 370,000 tested, 0.43% active. AID 720596. TR-FRET read-out. inhibition, % at 13.8 µM; in the data active = inhibition above about 24%; also: 0% = median of the test wells and 100% = reference compound wells
The depositor's hits bear a star; i = inactive; ? = inconclusive; . = not tested or not shown; & = joins results of further samples. Rule as the data show it, unless noted: active = inhibition above about 30%; inconclusive = no clear call, values can overlap the other calls; inactive = below that. The list is partial; the hit share may differ from the screen's.

Second line of a record – SARS 3CLpro inh | PriA SSB inh | BH1578 lux ind | Anthrax LF inh2 | PfHsp40 yeast | Y pestis TopoI | BoNT-A LC inh2 | TcdB inh | PrPC TRFRET
Cc1c(C(=O)NCCSCc2ccccc2)cccc1[N+](=O)[O-]
 : -2 | -5 | -0.2 | 2 | -0.7 | 1 | 0.9 | -4.9 | 1
Cn1c(=O)n(Cc2ccccc2)c(=O)c2c1nc1n2CCN1Cc1ccco1
 : -3 | . | -0.6 | -4 | 7.9 | 7 | 0.8 | 1.4 | 6
CC1CCCCC12NC(=O)N(CC(=O)Nc1ccc(N3CCOCC3)cc1)C2=O (stereo not given)
 : 6 | 1 | -0.3 | -2 | ? | -4 | 0.3 | -0.5 | -1
COc1ccc(/C=C/C(=O)N2CCNC(=O)C2)c(OC)c1
 : 4 | -4 | -0.3 | -3 | -0.9 | 2 | 0.2 | 1.1 | -10
Nc1nnn(CC(=O)N/N=C/c2cccc(Cl)c2)n1
 : 12 | i | -1.1 | -10 | -1.2 | 3 | -4.6 | 1.0 | 3
Cc1cccc(NC(=O)c2nc[nH]c2C(=O)N(C)Cc2ccccc2)c1
 : . | 8 | 7.1 | -8 | -1.2 | 10 | 0.2 | 1.3 | -2
CCCCCN(C(=O)CCC(=O)OCc1ccccc1C(F)(F)F)c1c(N)n(CCCC)c(=O)[nH]c1=O
 : 1 | -8 | -0.3 | 8 | -0.3 | 4 | -1.1 | 1.4 | 3
Cc1c(C(=O)OCC(=O)N(CCC#N)c2ccccc2)oc2c1ccc1ccccc12
 : -5 | -1 | -0.2 | 1 | 0.6 | 0 | 1.1 | . | 2
O=C(Nc1ccc(Cl)cc1C(=O)Nc1ccccn1)c1ccco1
 : 1 | -7 | 0.4 | . | 2.3 | -3 | . | . | -8
COc1ccc(CCNC(=O)c2cc(-c3ccccc3OC)on2)cc1OC
 : -3 | -8 | i | 0 | -0.1 | 17 | ? | . | -2

A few values from the entries so far:
O=C(Nc1ccc(Cl)cc1C(=O)Nc1ccccn1)c1ccco1 @ PfHsp40 yeast = 2.3
CCCCCN(C(=O)CCC(=O)OCc1ccccc1C(F)(F)F)c1c(N)n(CCCC)c(=O)[nH]c1=O @ BH1578 lux ind = -0.3

Continuation.
Second line of a record – SARS 3CLpro inh | PriA SSB inh | BH1578 lux ind | Anthrax LF inh2 | PfHsp40 yeast | Y pestis TopoI | BoNT-A LC inh2 | TcdB inh | PrPC TRFRET
CN1C(=O)/C(=C2/C=CC=CN2C)OC1=S
 : 0 | 0 | -0.2 | ? | -1.5 | -3 | ? | . | -6
O=C(NC1CC1)C1CC(=O)N(c2ccc(F)cc2)C1 (stereo not given)
 : -6 | -1 | -0.1 | 5 | -0.4 | -11 | -0.6 | -2.1 | -6
O=C(COc1ccc(S(=O)(=O)N2CCOCC2)cc1)NCCCn1ccnc1
 : 0 | -8 | -0.2 | -1 | 0.7 | 8 | 0.3 | 0.8 | 1
Cc1ccc2oc(=O)n(CC(=O)c3ccc(F)cc3)c2c1
 : -2 | -24 | -0.8 | . | -1.0 | 5 | . | -0.4 | 0
O=c1ccc2cc(O)c(O)cc2o1
 : -2 | -6 | -2.8 | -10 | 0.4 | -2 | -0.8 | 13* | 6
CCOC1=C2[C@@H](CN(S(=O)(=O)c3ccc(C)cc3)[C@H]2c2cccc3ccccc23)[C@H]2C(=O)NC(=O)[C@H]2C1
 : . | . | . | -3 | . | . | 0.1 | 1.1 | -10
CN1C(=O)/C(=C2\SC(=S)N(CCCCCC(=O)O)C2=O)c2ccccc21
 : 0 | -5 | 0.4 | 2 | -0.7 | -4 | -0.8 | 0.3 | 4
O=C(CCN1C(=O)C2C3C=CC(C3)C2C1=O)Nc1ccc(F)cc1 (stereo not given)
 : -5 | -4 | i | 6 | -0.1 | -1 | 0.3 | . | 7
Cc1ccc(NC(=O)CCn2nnc3ccccc32)cc1
 : 1 | -6 | i | -6 | -0.4 | -10 | 0.2 | 1.1 | 12
Cc1cccc(NC(=O)CSCC(=O)Nc2sccc2C#N)c1
 : . | -6 | -2.8 | -2 | 0.1 | 5 | 1.1 | 1.5 | -3

Next section.
molecule	SARS 3CLpro inh	PriA SSB inh	BH1578 lux ind	Anthrax LF inh2	PfHsp40 yeast	Y pestis TopoI	BoNT-A LC inh2	TcdB inh	PrPC TRFRET
CCCc1cc(C(=O)Nc2sc(C)c(CC)c2C#N)no1	9	-4	0.0	-6	0.5	4	-0.2	4.8	5
CCCCN(CC)S(=O)(=O)c1ccc(C(=O)Nc2nnc(COC)o2)cc1	1	-17	i	3	-0.1	1	0.5	.	.
CSc1cccc(N2CC(C(=O)Nc3ccccc3N3CCCC3)CC2=O)c1 (stereo not given)	.	8	i	-2	-1.4	-3	-0.8	-0.9	7
Cc1ccc(NC(=O)CCNC(=O)c2ccc([N+](=O)[O-])cc2)cc1S(=O)(=O)N1CCOCC1	.	9	i	-2	-0.3	-11	-2.9	0.2	-19
CCCCCCCCCCCCN1[C@@H](CC(C)=O)c2cc(F)cc(F)c2S1(=O)=O	.	-7	i	-1	-1.6	19	-0.5	0.4	1
COc1ccc(C2(c3ccc(OC)cc3)NC(=O)N(CC(=O)Nc3ccc(C(=O)N(C)C)cc3)C2=O)cc1	7	14	-5.0	-1	-0.3	9	-0.6	1.5	-9
CCc1nc2ccc(C(=O)NCCc3c[nH]c4ccccc34)cn2c1N(C)Cc1nccn1C	.	.	-0.7	-3	.	-1	-0.2	-0.2	-5
CC(=O)c1cccc(CN2CCC(C(=O)Nc3cccc(-c4ccn[nH]4)c3)CC2)c1	7	15	i	4	0.6	-9	-1.1	0.3	-1
Fc1ccc2cnc(-c3ccccc3)c(-c3cccc(C(F)(F)F)c3)c2c1	.	-1	-0.6	-2	-1.6	0	0.7	2.1	1
CCOC(=O)CCCNC(=O)CCNC(=O)c1ccc(OC)cc1	-7	-4	i	0	-1.5	-8	-1.3	.	-5
CN1C(=O)C(=Cc2ccc(OCC(=O)Nc3ccccc3)cc2)C(=O)N(C)C1=O	4	-8	i	0	0.1	23	1.3	.	.
O=C(Nc1nnc(CCN2CCCCC2)s1)c1cccc(Cl)c1	4	-13	-1.2	-3	-0.8	1	-2.8	0.5	-1
CCSc1nnc(NC(=O)COc2ccc(Cl)cc2)s1	-2	-2	i	4	-0.6	5	0.1	-1.7	9
O=S(=O)(CCN1C=CC(C(F)(F)F)=NCC1)c1ccc(F)cc1	0	6	-0.8	?	-0.2	-3	?	1.4	-4
O=C(NC(=S)Nc1ccccc1O)c1cccnc1	0	0	-0.4	-2	-1.2	5	-0.4	0.8	3
COc1ccc(/C=N/Nc2cc(C)nc(N3CCOCC3)n2)cc1OC	1	i	-0.7	?	.	-7	5.6	1.8	-7
COc1ccc(S(=O)(=O)NCC2CCCN(C(=O)CN3CCCCC3)C2)cc1 (stereo not given)	-6	-6	i	-7	0.4	2	0.3	-1.6	2
O=C(N1CCOCC1)N1CCN(S(=O)(=O)c2cccc([N+](=O)[O-])c2)CC1	5	4	-0.2	-3	1.4	3	-1.1	-0.6	-17
COc1ccc(NC(=O)CSc2nccn2Cc2ccccc2)c(OC)c1	-1	20&21	-0.4	1	-1.1	-4	-0.4	0.9	5
COc1ccc(OC)c(NC(=O)CCN2CCN(Cc3ccccc3)CC2)c1	0	3	-0.7	-3	0.3	6	-0.7	.	-13
C/C(=N\NC(=O)c1ccco1)c1cccc2ccccc12	1	.	-0.2	-11	1.0	3	2.1	1.7	3
COc1cccc(Oc2ccc(N)cc2)c1	0	22	-2.1	-4	1.7	-7	-0.1	.	2
COCCNC(=S)N1CCC(NC(=O)c2ccco2)CC1	-1	-9	-0.3	-2	-0.6	8	-0.2	0.9	3
O=c1c2ccccc2sc2c(CO)ccc(NCCN3CCCCC3)c12	.	13	i	-10	-0.1	-24	-0.2	1.9	2
COc1ccc(NC(=O)CN(C)C(=O)CCSc2ccc(F)cc2)cc1	.	-4	i	5	0.7	1	-0.2	0.9	5
O=C(Nc1ccc(-c2ccccc2)cc1)c1ccc2c(c1)S(=O)(=O)c1ccccc1C2=O	.	-28	i	-8	0.4	-3	0.2	0.0	-8
O=C(NCCCN1CCOCC1)C1CCN(S(=O)(=O)c2cccc(Cl)c2Cl)CC1	.	-3	i	-5	-1.6	10	-3.5	1.2	6
O=c1c2cc(Br)ccc2nc(-c2cccc(Cl)c2)n1O	3	-14	i	1	-1.0	-3	-1.8	1.3	1
COc1ccc(N(C(C)=O)c2nc3ccccc3[nH]2)cc1	5	-9	-0.7	2	0.5	-2	0.7	-9.6	7
Cc1ccc[n+](CC(=O)Nc2cccc([N+](=O)[O-])c2)c1	2	-11	i	0	1.6	3	0.6	1.9	-7

A draw from above in order of length of the SMILES, smallest number first.
molecule	SARS 3CLpro inh	PriA SSB inh	BH1578 lux ind	Anthrax LF inh2	PfHsp40 yeast	Y pestis TopoI	BoNT-A LC inh2	TcdB inh	PrPC TRFRET
COc1cccc(Oc2ccc(N)cc2)c1	0	22	-2.1	-4	1.7	-7	-0.1	.	2
Cc1ccc[n+](CC(=O)Nc2cccc([N+](=O)[O-])c2)c1	2	-11	i	0	1.6	3	0.6	1.9	-7
O=C(NCCCN1CCOCC1)C1CCN(S(=O)(=O)c2cccc(Cl)c2Cl)CC1	.	-3	i	-5	-1.6	10	-3.5	1.2	6

Next records
molecule	SARS 3CLpro inh	PriA SSB inh	BH1578 lux ind	Anthrax LF inh2	PfHsp40 yeast	Y pestis TopoI	BoNT-A LC inh2	TcdB inh	PrPC TRFRET
c1csc(-c2nn3c(Cn4cnc5ccccc54)nnc3s2)c1	0	5	i	-8	-0.6	6	0.1	.	-9
Cc1ccc(S(=O)(=O)NC2CC(C)(C)NC(C)(C)C2)c(C)c1C	-11	-12	i	-4	0.1	6	1.5	1.1	-1
Cc1cc(C)n(CC(=O)NNC(=O)CCCOc2ccc(Cl)c(C)c2)n1	3	-18	0.1	4	1.9	7	-1.1	5.3	4
O=C(CCN1CCCCC1)NCC1OCCc2ccccc21 (stereo not given)	-4	-2	i	-1	-0.3	4	-0.3	.	-6
Cc1ccc2ccccc2c1Cn1c(-n2ccnc2)nc2c1c(=O)n(C)c(=O)n2C	4	10	2.1	2	0.6	-9	0.6	.	4
C=C(C)C(=O)Oc1ccc(N2C(=O)CCC2=O)cc1	4	0	-0.5	-4	-1.6	-1	0.3	0.6	-8
O=C(Cc1cccs1)N1CCN(S(=O)(=O)c2ccc(F)cc2)CC1	4	-11	i	4	-2.2	-7	-2.1	1.0	-7
